Arrestin-AP2 inh = inhibitors of beta-arrestin/AP2 binding, primary screen, biochemical, GPCR trafficking, flow cytometry; FITC-arrestin peptide / GST-AP2 beads; AP2 beta2 appendage carries R879A mutation; inhibition, % at 10 µM; hit rate 0.31% among 340,000; AID 504490, 2011;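 active = inhibition above a set limit, near 3 SD of compounds lacking own fluorescence, cut at about 54% in these data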;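 also: plate controls were DMSO wells for no effect and 5 µM unlabelled arrestin peptide for full effect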
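System: GST-AP2 R879A glutathione beads. Medium: PBS with 0.05% Tween 20 and 0.1% BSA. Also added: FITC-arrestin peptide, 50 nM. Incubation: 12 min plus 1 h, RT. Measured by: high-throughput flow cytometry of beads, ex 488, em 535 nm. Evaluation: percent drop in bead-associated FITC signal.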
E coli growth = E. coli V3065 growth inhibition, primary screen, counter-screen for AddAB inhibitor project, absorbance, OD600; 18 h; inhibition, % at 11.9 µM; hit rate 0.27% among 330,000; AID 449728, 2010;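 active = inhibition above the campaign's mean inhibition across all tested compounds plus 3 SD, cut at about 9.9% in these data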;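 also: uninfected addAB+ strain grown without phage in ampicillin broth; 0% = DMSO wells and 100% = ciprofloxacin 0.95 µg/ml wells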
phage Ecoli inh = growth loss of phage-infected E. coli, primary screen, RecBCD inhibitor project, absorbance, with phage, HTS. inhibition, % at 11.9 µM. hit rate 0.26% among 360,000. AID 651602, 2012; in the data active = inhibition above about 11%
OPRM1-OPRD1 ag = agonists of OPRM1-OPRD1 heterodimerization, primary screen, cell-based, luminescence. Mu-type opioid receptor (Homo sapiens) + Delta-type opioid receptor (Homo sapiens), …. cells. activation, % at 9.3 µM. hit rate 0.3% among 340,000. AID 504326, 2011; in the data active = activation above about 18%;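 also: 0% = vehicle-treated cells and 100% = reference agonist; values of inactives mirror those of a sister screen read the other way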
OPRM1-OPRD1 inv = inverse agonists of MOR-DOR heterodimerization, primary screen, cell-based, luminescence | Mu-type opioid receptor (Homo sapiens) + Delta-type opioid receptor (Homo sapiens), … | cell-based MOR-DOR heterodimer luminescence, inverse agonism | inhibition, % at 9.3 µM | hit rate 0.21% among 340,000 | AID 504357, 2011; in the data active = inhibition above about 22%, passing the limit was not always enough;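 also: 0% = cells with DMSO and 100% = wells without cells with DMSO; values of inactives mirror those of a sister screen read the other way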
PKA-R1A activ = activators of PKA-R1A holoenzyme, primary screen, biochemical, fluorescence polarization, Cy5-IP20, bovine R1A, mouse PKAc. hit rate 0.083% among 340,000. PKA-R1A dissociation; scaled: DMSO 0%, 113 µM cGMP 100%. AID 504707, 2011. activation, % at 11.4 µM. cAMP-dependent protein kinase type I-alpha regulatory subunit (Bos taurus) + …;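 active = percent activation above the mean of all tested compounds plus 3 SD, cut at about 19% in these data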;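 also: higher means more PKAc released from R1A so a rise in polarization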
Pemphigus Ab inh = inhibitors of pemphigus antibody binding to DSG3, primary screen, biochemical, bead-based, flow cytometry, scFv-GFP | Desmoglein-3 (Homo sapiens), P32926 | DSG3-coupled beads, scFv-anti-DSG3-GFP binding; hits give low values | binding (percent of control), % at 10 µM | hit rate 0.48% among 310,000;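 active = binding more than 3 SD below its plate's average and above zero; inconclusive = below that plate limit but binding exactly zero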;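 also: hits lower antibody fragment binding to DSG3; some compounds called inactive have numbers as strong as hits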
Target sequence (P32926 whole entry, looked up, the tested form may be a part): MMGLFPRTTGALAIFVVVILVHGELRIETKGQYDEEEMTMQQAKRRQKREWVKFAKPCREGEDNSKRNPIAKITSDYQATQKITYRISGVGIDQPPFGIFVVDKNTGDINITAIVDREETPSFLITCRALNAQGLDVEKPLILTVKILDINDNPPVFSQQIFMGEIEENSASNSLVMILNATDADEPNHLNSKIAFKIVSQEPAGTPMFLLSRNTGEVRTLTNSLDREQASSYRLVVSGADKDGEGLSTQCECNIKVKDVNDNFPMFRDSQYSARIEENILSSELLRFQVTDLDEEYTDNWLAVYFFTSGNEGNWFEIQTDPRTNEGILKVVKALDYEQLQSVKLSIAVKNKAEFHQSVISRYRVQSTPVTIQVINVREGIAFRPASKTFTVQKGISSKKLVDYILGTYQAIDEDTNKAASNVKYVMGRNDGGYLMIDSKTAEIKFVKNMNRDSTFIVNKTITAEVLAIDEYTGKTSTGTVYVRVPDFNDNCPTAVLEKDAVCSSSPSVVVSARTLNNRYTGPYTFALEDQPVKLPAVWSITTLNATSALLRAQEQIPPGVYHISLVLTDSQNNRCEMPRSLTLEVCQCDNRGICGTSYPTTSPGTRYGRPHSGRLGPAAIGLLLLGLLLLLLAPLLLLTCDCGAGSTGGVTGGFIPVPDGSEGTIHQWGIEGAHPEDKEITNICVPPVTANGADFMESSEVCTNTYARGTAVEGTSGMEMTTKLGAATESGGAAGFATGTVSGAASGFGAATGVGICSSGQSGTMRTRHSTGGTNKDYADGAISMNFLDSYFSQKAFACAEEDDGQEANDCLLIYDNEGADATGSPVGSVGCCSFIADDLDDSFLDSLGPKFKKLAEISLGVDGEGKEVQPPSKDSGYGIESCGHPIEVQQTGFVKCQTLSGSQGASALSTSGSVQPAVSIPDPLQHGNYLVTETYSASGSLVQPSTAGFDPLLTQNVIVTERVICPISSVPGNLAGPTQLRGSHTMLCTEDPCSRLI
PfHsp90 set2 = growth inhibition of PfHsp90-expressing yeast, primary screen, antimalarial PfHsp90 inhibitor project, S. cerevisiae, BacTiter-Glo luminescence, single point, set 2. BacTiter-Glo ATP, 48 h; yeast lacking PDR1 and PDR3 efflux regulators. inhibition, % at 9.4 µM. hit rate 0.32% among 310,000. AID 504621, 2011;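 active = every replicate shows inhibition above about 80%, whatever the replicate mean, limit read from the data; inconclusive = mean inhibition reaches the set limit but some replicate falls short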;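 also: 0% = DMSO neutral controls and 100% = 20 µM radicicol positive controls; yeast relying on Plasmodium falciparum Hsp90 in place of its own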
Mot1-301 SUMO = yeast Mot1-301 growth rescue at high temperature, primary screen, SUMOylation pathway inhibitor project, S. cerevisiae, ATP luminescence, 38.5C | S. cerevisiae Mot1-301 growth rescue; percent above DMSO median, 100 means doubled | growth rescue, % at 18.8 µM | hit rate 1% among 320,000 | AID 2716, 2010;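 active = every valid replicate shows activation above 250% relative to neutral control wells; inactive = the rest, any valid replicate at or below 250%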;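 also: OY570 slx delta 5 strain wells were the positive control but not used for scaling; some compounds called inactive have numbers as strong as hits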
Tat export inh = E. coli Tat export inhibitors, primary screen, MC4100, TorA-mCherry reporter, fluorescence, single point. inhibition, % at 10 µM. hit rate 0.036% among 340,000. AID 488895, 2010;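 active = mean replicate inhibition at least 50% and at least half of replicates individually reaching 50%; inconclusive = only one of the two criteria met; inactive = neither criterion met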;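 also: exported cargo escapes ClpAP degradation while cytoplasmic cargo is degraded and loses fluorescence; 0% = median of neutral control wells and 100% = median of NaSCN control wells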
AddAB inh = growth inhibition of E. coli expressing H. pylori AddAB, primary screen, AddAB inhibitor project, absorbance. inhibition, % at 11.9 µM. hit rate 0.29% among 330,000. AID 435030, 2010; in the data active = inhibition above about 12%;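 also: 0% = vehicle wells of infected cells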
* = called active by the depositor; ? = inconclusive; . = not tested or not shown; + = active, no number; & = joins results of further samples.

SMILES | Arrestin-AP2 inh | E coli growth | phage Ecoli inh | OPRM1-OPRD1 ag | OPRM1-OPRD1 inv | PKA-R1A activ | Pemphigus Ab inh | PfHsp90 set2 | Mot1-301 SUMO | Tat export inh | AddAB inh
CC(C)OC(=O)c1c(NC(=O)c2cnn3c2NC(c2ccccc2)CC3C(F)(F)F)sc2c1CCCC2 (stereo not drawn) | -1 | 1.0 | 0.9 | -3.0 | 13 | 4 | 103 | 0 | -21 | -2 | 3.4
COc1ccc(/C=C/C(=O)O/N=C(\N)c2ccccc2)cc1OC | 25 | -0.6 | 2.1 | 2.3 | -12 | -7 | 111 | 6 | -6 | -3 | 1.0
Cc1cc(C)n(-c2nc3c(c(=O)[nH]c(=O)n3C)n2Cc2ccccc2)n1 | -5 | 2.1 | 2.2 | -0.6 | 4 | 1 | 100 | -28 | . | 1 | -0.8
OCCN(CC#CCn1c2ccccc2c2ccccc21)CCO | 10 | 1.5 | 2.2 | -0.2 | 1 | -11 | 98 | -3 | 299 | -4 | 0.9
O=C(c1ccco1)N1CCN(C(=O)c2cc(-c3ccc(F)cc3)no2)CC1 | -2 | -0.7 | -2.7 | -1.2 | 6 | -1 | 98 | -31 | 21 | -3 | 3.7
COc1ccc2c(C)cc(SCC(=O)Nc3cccnc3Cl)nc2c1 | 24 | -0.6 | 2.3 | -2.8 | 14 | -6 | 85 | -12 | 30 | 4 | 0.8
O=C(CSc1nnc(-c2ccncc2)n1Cc1ccco1)N1c2ccccc2Sc2ccc(Cl)cc21 | 6 | -0.3 | -0.5 | -1.0 | 6 | -17 | 106 | -12 | 6 | 3 | 2.8
COC(=O)CSc1nnc(-c2ccco2)n1Cc1ccco1 | 2 | 1.9 | 4.5 | -2.8 | 15 | -2 | 93 | 4 | . | -1 | 0.2
Cc1ccc(NC(=O)/C=C\C(=O)O)c([N+](=O)[O-])c1 | 3 | 2.2 | 0.0 | -2.1 | 13 | 16 | 101 | 31 | -11 | -2 | 0.3
COc1ccc(C2CCN(CC(=O)N(C)C)CC2O)cc1 (stereo not drawn) | 1 | 0.8 | 5.2 | 1.1 | -8 | -3 | 99 | 16 | 19 | -7 | 2.2
Cc1cc(C)cc(C(=O)NCC(=O)OCC(=O)Nc2ccc(C)cc2Br)c1 | 2 | 0.7 | -2.4 | -2.6 | 12 | -5 | . | 0 | -8 | -3 | 1.4
Cc1c(Cl)cccc1NC(=S)N1CCOCC1 | 1 | 0.4 | 1.1 | -0.9 | 5 | -2 | 100 | -10 | 8 | 0 | 2.0
COc1ccccc1N1CCN(C(=O)c2ccncc2)CC1 | 36 | 0.0 | 1.7 | -0.6 | 4 | -2 | 101 | 3 | 5 | -11 | 0.4
O=C(CSc1nccn1Cc1ccccc1)NC1CCCC1 | -9 | -1.4 | -0.4 | -3.6 | 19 | -5 | 97 | 12 | -3 | ? | 1.8
CN1OC[C@@H]2CN(Cc3cc(Cl)cc(Cl)c3)[C@H](c3cccc(Br)c3)C[C@@H]21 | 3 | . | 3.0 | -0.2 | 1 | -6 | 96 | -28 | . | 3 | .
CN1CCN(CC(=O)Nc2nc3ccccc3s2)CC1 | -5 | -0.1 | 0.9 | -1.5 | 8 | 3 | 104 | -25 | 12 | -1 | -0.9
CCC1Nc2ncnc(N3CCOCC3)c2N(Cc2ccc(Br)cc2)C1=O (stereo not drawn) | 4 | -2.3 | 2.7&0.1 | -2.9 | 16 | -8 | 97 | -27 | -9 | -1 | 0.6
O=C(O)c1cccc(NC(=O)c2cccc(S(=O)(=O)N3CCc4ccccc4C3)c2)c1 | -4 | 1.1 | -0.4 | -2.9 | 14 | 0 | . | -39 | -11 | 0 | -1.2
Cc1ccc(-c2noc(-c3ccno3)n2)cc1 | 12 | 0.8 | 4.7 | 3.2 | -16 | -13 | 120 | -13 | 71 | 8 | 0.6
CN(C(=O)c1cccc(NC(=O)Cc2ccc(NC(=O)C3CCCN(C(=O)c4ccccc4)C3)cc2)c1)C1CCCC1 (stereo not drawn) | 11 | . | 0.4 | -2.1 | 10 | -6 | 101 | -2 | . | 3 | .
Cc1csc2nc(CSc3nc4ccccc4o3)c(Br)n12 | 11 | 0.2 | 5.2 | -0.1 | 1 | 4 | 96 | -20 | 84 | 6 | 0.1
Cc1c(NC(=O)c2cccs2)cccc1NC(=O)c1cccs1 | 45 | . | 2.0 | -2.9 | 16 | 8 | 101 | 5 | 5 | 2 | .
Cn1cncc1C#Cc1ccc2cc(C(C)(C)O)oc(=O)c2c1 | 4 | -4.3 | -0.4 | -2.0 | 11 | 11 | 106 | 6 | -9 | 2 | 0.8
CCOC(=O)c1ccc(NC(=O)CN2C(=O)NC3(CCCCCCC3)C2=O)cc1 | -1 | 0.0 | 1.1 | 1.6 | -7 | -9 | 103 | -6 | -12 | 1 | -0.6
N#Cc1nc(-c2ccccc2)oc1N1CCC(C(N)=O)CC1 | -4 | -1.5 | 1.6 | -1.5 | 8 | 4 | 95 | 10 | -6 | -7 | -1.1

Other structures.
SMILES | Arrestin-AP2 inh | E coli growth | phage Ecoli inh | OPRM1-OPRD1 ag | OPRM1-OPRD1 inv | PKA-R1A activ | Pemphigus Ab inh | PfHsp90 set2 | Mot1-301 SUMO | Tat export inh | AddAB inh
COc1cccc(N2CCN(c3nc(C)cc(=O)[nH]3)CC2)c1 | -1 | 1.9 | 1.4 | -2.0 | 10 | -13 | 108 | -9 | 9 | 2 | 4.8
COc1ccccc1CNC(=O)c1cnc2sccn2c1=O | 3 | 0.4 | 3.5 | -1.6 | 9 | -14 | 101 | -9 | -12 | -3 | -2.3
COCCN(C(=O)COC(=O)CCc1c[nH]c2ccccc12)c1c(N)n(Cc2ccccc2)c(=O)[nH]c1=O | 27 | 0.4 | 0.1 | 0.2 | -2 | -8 | 94 | -15 | 13 | -3 | -0.7
CCCCC(=O)N1CCCC(C(=O)OCC)C1 (stereo not drawn) | 0 | -1.7 | 1.9 | -2.0 | 9 | -9 | 107 | . | 18 | 10 | -3.2
COc1cc(C(=O)OCC(=O)NC2CCS(=O)(=O)C2)c([N+](=O)[O-])cc1OC (stereo not drawn) | -7 | 0.7 | 2.0 | -1.9 | 11 | -8 | 98 | 16 | 168 | 2 | 1.3
CCN(CC)c1ccc2c(C)c(CN3CCOCC3)c(=O)oc2c1 | -8 | -0.9 | . | -3.1 | 16 | 0 | . | -18 | + | -1 | -0.7
CC1CCCC(C)N1C(=O)Cn1c(SCC(=O)NCc2ccc3c(c2)OCO3)nc2ccccc21 (stereo not drawn) | 0 | -2.7 | -0.6 | . | . | -5 | 108 | -11 | 6 | 10 | -1.5
CC/C(=N\NC(=O)C1CCCC1)c1ccc(Br)cc1 | -6 | . | -0.9 | -0.3 | 2 | 0 | . | -3 | 23 | 3 | .
N#Cc1ccc(CN2CCN(C(=O)CNS(=O)(=O)c3ccc4c(c3)OCCCO4)CC2)cc1 | 5 | -1.3 | 2.4 | -1.3 | 5 | 1 | . | -15 | -10 | -1 | 3.0
NC(=O)c1ccccc1OCc1nnc(-c2ccccc2Br)o1 | 8 | -2.6 | 2.5 | 0.1 | -1 | -9 | 112 | -6 | -4 | 4 | -4.3
C/C(=N\OCC(=O)OC(C)C(=O)Nc1ccc(C(N)=O)cc1)c1ccc2c(c1)OCO2 (stereo not drawn) | 23 | 0.4 | -1.7 | -3.4 | 11 | 7 | 107 | 12 | 4 | 3 | 2.0
O=C1CC(c2ccc(F)cc2)CC(O)=C1C=NCCN1CCNCC1 (stereo not drawn) | -8 | -0.7 | 1.4 | -1.6 | 9 | -2 | 99 | 7 | 301* | -6 | 2.9
CCN(CC(=O)Nc1ccc(OC)cc1)C(=O)CCS(=O)(=O)c1ccc(C)cc1 | 1 | 0.8 | 1.9 | -0.3 | 1 | -1 | 102 | -5 | 4 | -2 | 4.5
Nc1ncnc(Sc2ccccc2)c1[N+](=O)[O-] | . | -2.4 | 3.5 | -0.5 | 2 | -10 | 98 | -21 | 12 | -3 | -0.7
CCOC(=O)c1nnn(-c2nc(N3CCCC3)nc(N3CCCC3)n2)c1-c1ccccc1 | 6 | 1.7 | 3.3 | -1.2 | 6 | 3 | . | -24 | -8 | 0 | -0.7
CCCc1cc(=O)n2[nH]c(NCc3ccccc3F)nc2n1 | 37 | -2.9 | 0.9 | -0.9 | 6 | 2 | . | -24 | -5 | -2 | 3.5
Cc1cccc(OCCCC(=O)NNC(=O)c2ccc(F)cc2)c1 | -1 | -0.5 | 0.5 | -1.0 | 4 | 8 | . | 17 | 15 | 2 | -1.4
Cc1ccc(S(=O)(=O)Cc2nc3ccccc3c(=O)[nH]2)cc1 | 6 | 0.3 | 1.2 | -0.1 | 0 | -3 | 101 | -2 | -9 | -6 | -1.3
Cc1ccc(/C=C/C(=O)c2ccccc(=O)c2O)cc1C | -3 | 7.3 | 4.3 | 0.1 | -1 | 10 | 95 | 97* | -23 | 5 | 13*
Cc1cc(C)n(C2CC(=O)N(c3ccc(Cl)c(Cl)c3)C2=O)n1 (stereo not drawn) | -17 | 1.2 | 1.5 | -2.2 | 11 | 1 | 104 | 8 | -2 | 6 | 2.2
COc1ccc(N2CC(C(=O)Nc3cc(C)ccn3)CC2=O)cc1 (stereo not drawn) | 37 | -1.4 | -2.0 | -2.5 | 13 | -10 | 82 | 3 | -41 | 0 | -0.5
Cc1nc2ccc(Br)cc2c2c1CC(CO)O2 (stereo not drawn) | 15 | -0.5 | -0.5 | -1.6 | 8 | 5 | 104 | -18 | 49 | -1 | 0.2
CCCN1C(=O)c2ccc(C(=O)NCc3ccco3)cc2C1=O | 2 | 2.6 | 1.5 | -1.7 | 9 | -4 | 99 | -1 | -29 | 5 | 1.3

Screens as filed in PubChem BioAssay.

An unsorted share of the library, and some 2.8% of all compounds hit somewhere here.
